Screening data: PubChem, The Scripps Research Institute Molecular Screening Center
PREPL inh: PREPL enzyme inhibitors, primary screen, biochemical, fluorescence polarization; recombinant PREPL, fluorescence polarization activity-based probe; Prolyl endopeptidase-like (Homo sapiens), Q4J6C6; 320,000 compounds, 0.68% hits; AID 2751, 2010; inhibition, % at 5.96 µM; in the data active means inhibition above about 43%;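 further: 0% = enzyme with DMSO and 100% = wells lacking enzyme; many of its hits are not listed in these tables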
Target sequence (Q4J6C6 whole entry, looked up): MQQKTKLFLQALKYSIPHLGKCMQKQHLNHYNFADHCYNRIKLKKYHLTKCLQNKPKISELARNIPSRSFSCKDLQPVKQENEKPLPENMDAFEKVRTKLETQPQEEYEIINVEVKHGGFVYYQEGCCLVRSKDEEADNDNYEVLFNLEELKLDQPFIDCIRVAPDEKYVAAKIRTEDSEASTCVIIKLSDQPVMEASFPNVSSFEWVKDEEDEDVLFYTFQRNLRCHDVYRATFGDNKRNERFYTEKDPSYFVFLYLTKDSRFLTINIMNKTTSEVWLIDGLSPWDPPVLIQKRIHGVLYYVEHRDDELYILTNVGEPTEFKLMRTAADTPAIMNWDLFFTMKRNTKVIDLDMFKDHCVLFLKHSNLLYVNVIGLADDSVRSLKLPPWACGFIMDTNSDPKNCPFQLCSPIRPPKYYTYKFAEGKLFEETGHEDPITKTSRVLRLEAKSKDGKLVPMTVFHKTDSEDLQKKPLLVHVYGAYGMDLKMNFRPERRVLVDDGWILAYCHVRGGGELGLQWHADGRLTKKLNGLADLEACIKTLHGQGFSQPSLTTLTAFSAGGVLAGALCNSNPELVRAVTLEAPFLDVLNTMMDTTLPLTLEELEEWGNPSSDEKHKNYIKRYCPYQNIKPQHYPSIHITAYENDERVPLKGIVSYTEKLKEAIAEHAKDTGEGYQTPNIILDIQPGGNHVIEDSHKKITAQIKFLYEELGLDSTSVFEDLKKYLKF
PAFAH2 FP inh: PAFAH2 enzyme inhibitors, primary screen, biochemical, fluorescence polarization, human | recombinant PAFAH2, FP-rhodamine activity probe | inhibition, % at 3.39 µM | 340,000 compounds, 0.99% hits;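 active means inhibition above the mean over all tested compounds plus 3 SD, cut at about 30% in these data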;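 further: inhibitors block probe labeling of enzyme so polarization drops; 0% = enzyme with DMSO and 100% = wells lacking PAFAH2 protein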
PAFAH1B3 inh: PAFAH1B3 enzyme inhibitors, primary screen, biochemical, fluorescence polarization, human; Platelet-activating factor acetylhydrolase IB subunit alpha1 (Homo sapiens), Q15102; recombinant PAFAH1B3, FP-rhodamine probe; inhibition, % at 3.39 µM; 340,000 compounds, 0.28% hits;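 active means inhibition above the screen-wide average of all tested compounds plus 3 SD, cut at about 25% in these data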;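 further: 0% = enzyme with DMSO only and 100% = wells lacking PAFAH1B3 protein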
Target sequence (Q15102 whole entry, looked up): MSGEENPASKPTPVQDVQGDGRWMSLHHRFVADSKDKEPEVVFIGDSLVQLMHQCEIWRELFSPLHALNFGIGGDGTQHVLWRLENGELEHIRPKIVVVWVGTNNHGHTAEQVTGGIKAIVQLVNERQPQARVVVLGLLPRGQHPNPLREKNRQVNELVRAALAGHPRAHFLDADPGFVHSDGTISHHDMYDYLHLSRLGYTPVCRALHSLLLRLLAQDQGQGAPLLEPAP
PAD4 inh: human PAD4 inhibitors, primary screen, biochemical, fluorescence polarization, 1536-well format; recombinant PAD4, RCA probe fluorescence polarization; AID 485272, 2010; Protein-arginine deiminase type-4 (Homo sapiens), Q9UM07; inhibition, % at 6.36 µM; 330,000 compounds, 0.41% hits;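 active means percent inhibition above a cutoff equal to the mean of all tested compounds plus 3 SD, cut at about 15% in these data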;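 further: 0% = PAD4 with RCA probe and DMSO and 100% = probe without PAD4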
ZTA DNA inh: ZTA (EBV) inhibition in EBNA-1 counter-screen. P03206. ZTA-DNA binding, fluorescence polarization. inhibition, % at 11 µM. 320,000 compounds, 0.15% hits; in the data active means inhibition above about 33%
LYPLA2 inh: LYPLA2 inhibitors, primary screen, counter-screen for PME1 inhibitor project, biochemical, fluorescence polarization, FP-Rh probe ABPP. Acyl-protein thioesterase 2 (Homo sapiens), O95372. recombinant LYPLA2. inhibition, % at 5.9 µM. 320,000 compounds, 0.38% hits. AID 2177, 2009;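 active means inhibition above the screen-wide mean plus 3 SD, limit set per campaign, cut at about 26% in these data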;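 further: 0% = LYPLA2 with DMSO and 100% = wells lacking LYPLA2 enzyme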
GSTO1 counter: inhibitors of recombinant GSTO1, primary screen, counter-screen for RBBP9 inhibitor project, biochemical, fluorescence polarization | Glutathione S-transferase omega-1 (Homo sapiens), P78417 | activity-based probe fluorescence polarization | inhibition, % at 5.96 µM | 300,000 compounds, 1.1% hits;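 active means inhibition above the campaign mean inhibition plus 3 SD, cut at about 35% in these data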;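 further: 0% = GSTO1-1 with DMSO and 100% = wells lacking GSTO1-1 enzyme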
EBNA-1 inh: EBNA-1 DNA-binding inhibitors, primary screen, biochemical, fluorescence polarization; inhibition, % at 14.8 µM; 300,000 compounds, 0.34% hits; AID 1950, 2009; in the data active means inhibition above about 28%
LYPLA1 counter: LYPLA1 inhibitors, primary screen, counter-screen for PME1 inhibitor project, biochemical, fluorescence polarization, FP-Rh probe ABPP; Acyl-protein thioesterase 1 (Homo sapiens), O75608; AID 2174, 2009; 320,000 compounds, 0.16% hits; recombinant LYPLA1; inhibition, % at 5.9 µM;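 active means inhibition above the mean of all tested compounds plus 3 SD, set per campaign, cut at about 14% in these data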;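 further: inhibitors block serine hydrolase probe labeling of LYPLA1 so polarization falls; 0% = enzyme with DMSO and 100% = wells lacking LYPLA1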
The depositor's hits bear a star; . = not tested or not shown. The list is partial; the hit share may differ from the screen's.

SMILES | PREPL inh | PAFAH2 FP inh | PAFAH1B3 inh | PAD4 inh | ZTA DNA inh | LYPLA2 inh | GSTO1 counter | EBNA-1 inh | LYPLA1 counter
O=C1CC(=O)Nc2cc(S(=O)(=O)N3CCN(c4cccc(C(F)(F)F)c4)CC3)ccc2N1 | -3.6 | 1.7 | 0.8 | -1.5 | 9.9 | 1.2 | 1.8 | -1.7 | 1.7
CS(=O)(=O)N(Cc1ccccc1)c1ccc(C(=O)Nc2ccccc2Sc2ccccc2)cc1 | -33.4 | 7.2 | 3.8 | 3.5 | -22.4 | -4.4 | 1.9 | -12.8 | -4.1
COc1cc(OC)c(C2=NOC(C(=O)O)C2)cc1Cl (stereo not drawn) | 4.3 | 7.0 | -0.3 | 3.3 | -8.7 | -1.0 | 0.5 | -3.3 | -1.4
Cn1nccc1NC(=O)Nc1cccc(Br)c1 | 5.8 | -5.7 | 4.3 | -0.4 | -1.6 | 2.5 | -0.4 | 1.9 | 3.7
COc1ccc(NC(=O)CCc2nc3ccccc3[nH]2)cc1 | -9.2 | 0.5 | 8.5 | 3.1 | 7.0 | -1.1 | 3.9 | -1.6 | -1.3
Cc1cc(C(=O)N2CCOCC2)ccc1[N+](=O)[O-] | 3.6 | 3.0 | 13.4 | 0.4 | 9.8 | 0.1 | -2.5 | -3.1 | 1.4
COc1ccccc1-c1ccc(/C=C2/C=C(CC(C)C)OC2=O)o1 | 3.6 | 6.8 | 5.4 | -5.7 | 7.3 | -5.4 | -3.2 | -18.6 | -0.7
CN1CCN(CCCNC(=S)Nc2ccc(F)c(Cl)c2)CC1 | -7.6 | -2.0 | 7.4 | 1.2 | 1.0 | -0.6 | 10.9 | 1.0 | -2.2
CCCn1c(C(C)Nc2nc(-c3cccc(Br)c3)cs2)nc2ccccc21 (stereo not drawn) | 22.9 | 3.3 | 8.4 | -0.7 | 2.2 | 2.6 | 0.5 | -2.4 | 1.7
O=C(NCC1OCCc2ccccc21)c1ccc(NC(=O)c2cccc(Br)c2)cc1 (stereo not drawn) | -7.0 | -12.1 | -5.8 | -0.3 | -12.5 | -10.5 | 0.8 | 29.8* | -8.3
O=S(=O)(Nc1nc2ccccc2nc1NCc1ccco1)c1ccccc1 | 4.4 | 12.9 | 2.5 | -0.2 | 2.7 | 5.1 | 0.7 | 5.8 | 3.5
Cc1ccc(NC(=O)CN(C)Cc2nc3c(Br)cc(Br)cc3c(=O)[nH]2)cc1 | 0.4 | -3.2 | -0.9 | -4.7 | 3.8 | -4.1 | -16.2 | -10.2 | -5.2
Cc1ccc(NC(=O)c2oc3ccccc3c2C)c([N+](=O)[O-])c1 | 5.7 | -1.7 | 7.2 | -1.4 | 3.0 | -3.7 | -6.0 | -0.1 | -0.6
CS(=O)(=O)N1CCN(c2c(Cl)cccc2[N+](=O)[O-])CC1 | 6.7 | -2.7 | 6.9 | -1.9 | 3.4 | 1.3 | 3.9 | 5.3 | -0.5
CC(C)Oc1ccc(/C(O)=C2/C(=O)C(=O)N(CCN(C)C)C2c2ccco2)cc1 (stereo not drawn) | 12.2 | 0.6 | 3.8 | -2.5 | 1.2 | 2.1 | -1.1 | 1.6 | 2.0
N#Cc1ccccc1NC(=O)COC(=O)COc1ccccc1[N+](=O)[O-] | 23.6 | 2.1 | 2.3 | -0.2 | -3.5 | -0.2 | -2.5 | 7.6 | -1.1
COc1cc2nc(Cl)nc(N3CCCCC3)c2cc1OC | -1.1 | -1.3 | 2.2 | -3.8 | 7.4 | -4.5 | -3.7 | 2.9 | 0.8
O=C(NCC(O)CO)c1csc(Nc2cccc3ccccc23)n1 (stereo not drawn) | -4.3 | 3.5 | 5.7 | -2.1 | -6.2 | 1.7 | 5.2 | -11.8 | 1.0
O=C(NC1CCCc2c1cnn2-c1ccc(F)cc1F)c1csnn1 (stereo not drawn) | 8.9 | 2.7 | 5.1 | 0.8 | -5.8 | -8.9 | 3.3 | 7.7 | -6.3
O=C(NC(=S)Nc1cccc([N+](=O)[O-])c1)c1ccccc1 | 4.0 | . | . | 0.5 | 2.9 | 5.0 | 5.1 | 0.0 | 0.2
CN(CCc1ccccn1)C(=O)CC1C(=O)NCCN1Cc1ccccc1C(F)(F)F (stereo not drawn) | -6.2 | 2.6 | 2.0 | -7.0 | -14.9 | -1.8 | 3.2 | -6.0 | 3.0
O=C(N1CCN(c2ccccc2F)CC1)C12CC3CC(CC(C3)C1)C2 | 16.4 | -11.9 | -2.2 | 3.2 | 11.9 | 5.7 | -1.1 | 1.4 | 0.9
Cc1ccc(SCCNCc2ccco2)cc1 | 1.1 | 2.0 | -0.9 | 3.5 | 3.5 | 1.5 | 5.0 | -2.6 | -2.1
COc1ccc(-n2c(C)c([N+](=O)[O-])c3ccc(O)c(CN(C)C)c32)cc1 | 15.5 | 3.6 | 0.4 | 3.0 | -5.0 | 15.2 | -0.1 | -2.1 | 3.3
COc1cc(C(=O)Nc2ccc3c(c2)OCO3)ccc1-n1cnnn1 | 9.7 | 2.4 | 6.6 | 4.9 | -1.6 | 2.3 | 7.0 | -4.7 | 0.4

As a working copy, some entries already given:
SMILES | PREPL inh | PAFAH2 FP inh | PAFAH1B3 inh | PAD4 inh | ZTA DNA inh | LYPLA2 inh | GSTO1 counter | EBNA-1 inh | LYPLA1 counter
Cc1cc(C(=O)N2CCOCC2)ccc1[N+](=O)[O-] | 3.6 | 3.0 | 13.4 | 0.4 | 9.8 | 0.1 | -2.5 | -3.1 | 1.4
COc1ccccc1-c1ccc(/C=C2/C=C(CC(C)C)OC2=O)o1 | 3.6 | 6.8 | 5.4 | -5.7 | 7.3 | -5.4 | -3.2 | -18.6 | -0.7

Additional records follow.
SMILES | PREPL inh | PAFAH2 FP inh | PAFAH1B3 inh | PAD4 inh | ZTA DNA inh | LYPLA2 inh | GSTO1 counter | EBNA-1 inh | LYPLA1 counter
CCSc1cc(C)nc2ncnn12 | 3.4 | -1.7 | -1.5 | 2.4 | -8.8 | -1.4 | 1.3 | 3.2 | 4.1
CN(C)S(=O)(=O)n1cc(/C=C(\NC(=O)c2ccccc2Cl)C(=O)NCCCN2CCOCC2)c2ccccc21 | 1.1 | 6.6 | 1.2 | -0.4 | 5.2 | 2.2 | -7.6 | 6.6 | -2.1
CN(Cc1ccccc1)S(=O)(=O)c1ccc(OCC(=O)NCc2ccccn2)cc1 | -10.8 | -1.4 | 7.5 | -2.5 | 9.1 | -1.9 | 2.4 | 12.2 | 1.7
Nc1nc(C(F)(F)F)cc(=O)n1N | 16.2 | 1.2 | 7.4 | -3.1 | 8.9 | -5.2 | -8.9 | 8.6 | 0.1
Cc1nn(-c2ccccc2)c(Cl)c1/C=N\NC(=O)c1cncc(Br)c1 | -2.7 | -1.7 | -0.9 | -3.6 | 5.5 | -8.6 | -4.7 | -3.1 | -3.0
CCCNC(=O)NC(=O)CSc1nc(C)cs1 | 0.8 | 6.0 | 10.1 | -0.3 | -4.8 | 4.6 | -7.0 | 2.2 | 2.5
Cc1cccc(C2Nc3cccc4cccc(c34)N2)c1 | 19.8 | 6.1 | 30.6* | -1.4 | -10.4 | -4.7 | 36.5* | -7.5 | -4.5
CCOC(=O)N1CCN(C(=O)c2cn(CC)c3ccc(S(=O)(=O)N4CCCCC4)cc3c2=O)CC1 | 12.9 | 7.8 | 9.1 | -9.2 | -13.6 | 1.1 | -4.0 | -11.2 | 3.0
COc1ccc(Nc2ccccc2N)cc1 | 2.0 | -53.8 | -26.7 | -58.7 | -16.1 | -28.0 | -66.6 | -11.4 | -15.2
Cc1ccc(S(=O)(=O)N(C)C)cc1NC(=O)COC(=O)CCC(=O)c1ccc(F)cc1 | 3.7 | -1.6 | 1.9 | -0.1 | -19.0 | 4.0 | 0.8 | -5.8 | 7.8
COc1c(Cl)cc(C(=O)O)cc1Cl | 3.8 | 4.9 | 5.2 | -0.8 | 29.1 | 1.3 | 16.0 | 1.4 | 1.6
COc1cccc(C(=O)Cn2c(Br)nc3c2c(=O)n(C)c(=O)n3C)c1 | 2.6 | -3.2 | -1.0 | -0.8 | -9.4 | 7.7 | 4.7 | -10.1 | -2.4
COc1cc(/C=N/Nc2nc3ccccc3s2)ccc1OC(=O)c1ccccc1F | 33.2 | -16.2 | 19.1 | -1.7 | 28.9 | 5.2 | 4.0 | 3.5 | -11.9
Cc1nnc(NC(=O)CSc2nnc(CNC(=O)c3ccccc3)o2)s1 | -4.7 | 0.1 | 11.5 | -3.5 | 8.4 | 5.2 | 16.9 | 6.0 | 1.6
COC(=O)c1c(NC(=O)c2cccc([N+](=O)[O-])c2)sc(C(N)=O)c1C | -0.3 | -1.9 | -9.2 | -2.5 | 0.4 | -8.8 | 7.0 | 11.2 | -8.1
CCCc1c(OCCCOc2ccc(OCC(=O)O)cc2)ccc(C(C)=O)c1O | -6.9 | -3.0 | -0.1 | 0.9 | 9.6 | 3.8 | 1.8 | 3.8 | -0.7
Cn1c(=O)c2c(nc(CN3CCN(CCO)CC3)n2Cc2ccccc2Cl)n(C)c1=O | -8.2 | -1.3 | -9.2 | -1.0 | -5.5 | 1.4 | 10.5 | -2.2 | 0.3
Cc1ccc(C2C3C(=O)N(c4ccc(C)cc4)C(=O)C3N3CCCN23)cc1 (stereo not drawn) | 4.8 | -3.5 | 8.1 | 2.7 | 6.9 | -0.4 | -7.7 | -1.8 | -3.5
Cc1ccc(C(=O)NNC2=NCCC2)cc1 | 12.8 | 2.3 | 3.8 | -2.4 | 0.9 | 0.1 | 5.0 | 3.1 | 1.6
COc1ccccc1NC(=O)COc1ccc(C(=O)NCc2ccccc2)cc1OC | -20.5 | 4.5 | 4.7 | 5.9 | -6.0 | -0.1 | . | . | -4.3
O=C(Nc1ccn(Cc2ccccc2)n1)c1ccc2c(c1)OCO2 | 12.3 | 3.3 | 1.7 | 2.3 | -9.6 | 7.3 | -1.3 | 5.3 | 3.1
O=C1CN(C(=O)COC(=O)COc2ccccc2)c2ccccc2N1 | 5.7 | 2.0 | 9.6 | -3.2 | . | . | . | . | .
CCS(=O)(=O)Nc1ccc(-c2nnc(SCC(=O)c3ccc(NC(C)=O)c(OC)c3)o2)cc1 | 11.8 | 2.0 | -2.7 | -1.8 | -12.4 | 8.5 | 5.3 | 6.2 | 2.4
Cc1nc2c3c(sc2c(=O)[nH]1)NC(=O)CC3c1ccccc1Cl (stereo not drawn) | -30.8 | -2.7 | 7.9 | -3.9 | -3.3 | 3.1 | 1.4 | -8.1 | 2.7
CN(c1ccc(C(=O)NCCC2=CCCCC2)cc1)S(C)(=O)=O | -4.1 | -2.0 | 0.9 | -1.1 | 6.3 | 5.4 | 3.4 | 11.3 | 2.7
Cc1ccc(C(=O)c2cc([N+](=O)[O-])ccc2N2CCN(C)CC2)cc1 | 12.0 | -6.7 | 12.3 | 4.2 | -8.9 | 2.5 | 4.0 | -4.4 | -3.9
C[C@H]1CN([C@@H](C)CO)C(=O)Cc2cc(NC(=O)CCC(F)(F)F)ccc2O[C@H]1CN(C)C(=O)Nc1ccc(F)cc1 | 4.9 | 2.2 | 1.2 | 4.6 | . | . | . | . | .
O/N=C1\CCSc2ccc(F)cc21 | 3.7 | -1.5 | 1.6 | 2.9 | 1.7 | 0.6 | 2.8 | 7.4 | -0.1
O=C(OCCNC(=O)c1ccc2ccccc2n1)c1ccc(F)cc1 | -20.2 | 3.2 | 6.1 | -7.0 | -2.7 | -0.4 | -0.9 | -4.7 | 0.4
